Bioassay records: PubChem, several laboratories
NPY Y1 blocker: NPY-Y1 (human) receptor antagonism; AID 1040; inhibition, % at 3.6 µM; 1% of 200,000 active; HEK293-CNG Y1 cells, membrane potential fluorescence; NPY at EC95, then isoproterenol; P25929;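 active = inhibition above the campaign mean inhibition of all tested compounds plus 3 SD, cut at about 20% in these data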;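 note: 0% = DMSO wells given NPY plus isoproterenol and 100% = isoproterenol alone without NPY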
Target sequence (P25929 whole entry, looked up): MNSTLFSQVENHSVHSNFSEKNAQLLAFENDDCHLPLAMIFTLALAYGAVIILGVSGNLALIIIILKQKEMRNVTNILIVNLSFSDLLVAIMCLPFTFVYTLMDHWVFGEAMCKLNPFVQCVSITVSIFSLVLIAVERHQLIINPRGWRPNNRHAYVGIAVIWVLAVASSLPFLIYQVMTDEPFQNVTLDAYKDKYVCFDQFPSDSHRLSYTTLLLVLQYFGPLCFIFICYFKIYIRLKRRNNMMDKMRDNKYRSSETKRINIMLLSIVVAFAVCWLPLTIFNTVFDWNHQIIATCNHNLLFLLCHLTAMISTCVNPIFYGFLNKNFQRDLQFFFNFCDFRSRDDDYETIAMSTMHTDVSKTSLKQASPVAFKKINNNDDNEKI
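Material: HEK293 Y1/CNG channel cell line | Also added: NPY (25 nM), isoproterenol (1 µM), Ro 20-1724 (25 µM) | Compound: One concentration, 3.6 µM, in 0.4% DMSO | Schedule: 3 h dye uptake, 1 h room-temperature compound, 45 min post-isoproterenol | Signal: Membrane-potential fluorescent dye readout | Read-out: % inhibition of NPY effect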
EP2 modulator: modulates human prostaglandin E2 receptor EP2 signaling | P43116 | EP2-expressing cells, cAMP HTRF FRET, PGE2 co-stimulation | induction, % at 25 µM | 0.83% of 260,000 active | AID 940;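 active = compounds whose cAMP rise, as percent of the full-agonist control response, exceeds 60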;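 note: rat C6 glioma line stably carrying human EP2 under a CMV promoter; the protocol text gives 20 µM as final concentration; 100% = response of wells given 1 µM PGE2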
Target sequence (P43116 whole entry, looked up): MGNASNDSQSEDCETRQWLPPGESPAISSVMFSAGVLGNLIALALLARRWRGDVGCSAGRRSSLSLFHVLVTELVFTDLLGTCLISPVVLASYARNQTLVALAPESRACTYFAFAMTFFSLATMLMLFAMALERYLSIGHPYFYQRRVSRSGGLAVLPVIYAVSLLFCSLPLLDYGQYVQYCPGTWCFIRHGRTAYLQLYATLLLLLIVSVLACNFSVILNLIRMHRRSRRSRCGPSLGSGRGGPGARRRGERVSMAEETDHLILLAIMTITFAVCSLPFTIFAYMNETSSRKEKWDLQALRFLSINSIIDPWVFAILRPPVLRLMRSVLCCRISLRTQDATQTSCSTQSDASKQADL
TRPN1 ag: agonists of zebrafish TRPN1 channel; HEK293 zebrafish TRPN1-YFP, Fluo-8 calcium fluorescence; 100% = response to 87 µM carbachol; activation, % at 3 µM; 0.18% of 220,000 active; AID 1424;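 active = activation above its plate's cutoff, the mean activation of test wells on that plate plus 3 SD, cut at about 19% in these data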;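 note: 0% = DMSO alone and 100% = 87 µM carbachol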
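Material: zebrafish TRPN1-YFP in HEK293 cells. Doses: one dose of 3 µM, 0.3% DMSO. Incubation: dye 1 h 37 °C plus 30 min RT. Measured by: intracellular calcium fluorescence with Fluo-8.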
NPY-Y2 PAM-ag: human NPY-Y2 potentiation or agonism, primary screen; cells expressing NPY-Y2, potentiator/agonist read-out; P49146; AID 1359; activation, % at 3.6 µM; 0.45% of 220,000 active; in the data active = activation above about 27%;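 note: cells stimulated with NPY near EC25 plus isoproterenol at EC100; 0% = vehicle plus submaximal agonist and 100% = vehicle plus saturating agonist; some results beyond the cut were filed as inactive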
S1P4 antag: blocks the human S1P4 receptor | inhibition, % at 4.98 µM | S1P4-expressing cells, antagonist mode, reporter read-out | O95977 | 0.26% of 220,000 active; in the data active = inhibition above about 29%;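 note: 0% = wells stimulated with agonist and 100% = vehicle wells without agonist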
CHOP inhibitor: CHOP inhibition in unfolded protein response. CHO-K1 CHOP-promoter luciferase, tunicamycin-induced, 15-18 h. inhibition, % at 10 µM. 3.8% of 220,000 active;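 active = compounds that reduced the stress-induced luciferase reporter signal by more than about 70% of percent inhibition, limit read from the data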;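 note: 0% = tunicamycin plus vehicle and 100% = wells without tunicamycin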
S1P4 agonist: human S1P4 receptor agonism. O95977. S1P4-expressing cell line, agonist reporter assay. activation, % at 4.98 µM. 0.35% of 220,000 active. AID 1509; in the data active = activation above about 11%;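 note: 0% = DMSO vehicle and 100% = reference agonist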
TRPML3 agonist: activates the human TRPML3 channel | HEK293 TRPML3-YFP, Fluo-8 calcium fluorescence; 100% = the carbachol control signal | activation, % at 3 µM | 0.29% of 220,000 active | AID 1448;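 active = activation above its plate's cutoff, the mean activation of the plate's test wells plus 3 SD, cut at about 12% in these data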;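 note: 0% = DMSO only wells and 100% = carbachol wells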
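system = HEK293 cells stably carrying human TRPML3-YFP | doses = one concentration, 3 µM nominal, 0.3% DMSO | timing = dye loading 1 h 37 °C then 30 min ambient, 125 s read | detection = Fluo-8 calcium dye fluorescence, ex 470-495, em 515-575 nm | benchmarks = high control carbachol 87 µM, low control DMSO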
NPY-Y1 PAM-ag: potentiators or agonists of human neuropeptide Y receptor Y1 | P25929 | NPY-Y1 expressing cells, potentiator/agonist activation | activation, % at 3.6 µM | 0.37% of 220,000 active; in the data active = activation above about 33%, passing the limit was not always enough;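 note: cells stimulated with NPY at EC10 then isoproterenol at EC100; 0% = low agonist plus stimulus and 100% = saturating agonist plus stimulus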
Numbers without * were called inactive; . = not tested or not shown; & = joins results of further samples. Outcome played no part in choosing rows; about 6.5% have a hit in one of these screens.

no.	Structure	CHOP inhibitor	EP2 modulator	NPY Y1 blocker	TRPML3 agonist	S1P4 agonist
1	FC(F)Oc1ccc(NC(=S)N2CCN(Cc3ccccc3)CC2)cc1	-13	-20	-2	0.7	-0.1
2	CC(C)(C)n1nnnc1C(c1ccncc1)N1CCN(c2ccc(O)cc2)CC1 (configuration not stated)	4	-4	-3	0.4	-0.7
3	Cc1occc1C(=O)Nc1cccnc1	-1	13	6	0.5	-1.2
4	Cc1nnc(SCC(=O)NC2CCCCC2)s1	6	5	-7	0.9	0.7
5	O=C(O)CSc1nccc2ccccc12	-24	35	22*	0.5	-0.2
6	Cc1ccc(S(=O)(=O)N2CCN(C3CCC(c4ccccc4)CC3)CC2)cc1 (configuration not stated)	58	38	-12	0.2	0.7
7	COc1ccc(S(=O)(=O)N2CC(O)C[C@H]2C(=O)OCC(=O)N2CCCCCC2)cc1 (some centres not stated)	-4	-3	-1	-1.2	2.5
8	O=C(CSCc1cccc(F)c1)N1CCN(c2ccccc2)CC1	47	15	-3	0.4	0.7
9	CCn1ncc(Br)c1C(=O)Nc1cc(C(=O)OC)ccc1C(=O)OC	66	32	4	0.8	0.7
10	CC(C)(C)NC(=O)NC(=O)CSc1nnc2ccccn12	4	3	-3	0.1	-0.3
11	Cc1c(S(=O)(=O)N2CCN(c3ccccc3)CC2)c(=O)n(C)c(=O)n1C	4	36	.	1.1	0.8
12	CN(C)C(=O)c1ccc2c3c(cccc13)CC2	14	-10	6	0.5	1.6
13	CC(C)N1CCC(=NNc2ccc(S(=O)(=O)N3CCOCC3)cc2[N+](=O)[O-])CC1	3	2	3	0.6	-0.3
14	O=c1cc[nH]c2ccc([N+](=O)[O-])cc12	11	11	1	1.1	-0.5
15	C=CCN1C(=O)N(/C=C/C)c2cccc3cccc1c23	58	68*	3	-0.1	-1.9

no.	S1P4 antag	TRPN1 ag	NPY-Y2 PAM-ag	NPY-Y1 PAM-ag
1	-15	-1.3	8	17
2	-2	-0.2	8	13
3	-29	0.3	-4	-3
4	-20	0.5	1	8
5	6	-0.8	-33	-8
6	-8	-0.7	2	20
7	-12	1.1	-5	-14
8	-19	0.5	8	17
9	-12	0.7	10	-8
10	0	1.6	-7	5
11	-6	-0.3	-10	9
12	15	-1.4	11	-4
13	3	0.2	-2	6
14	2	0.4	9	2
15	-20	-1.7	-7	-25

The listing continues:
no.	Structure	CHOP inhibitor	EP2 modulator	NPY Y1 blocker	TRPML3 agonist	S1P4 agonist
16	CCCCCCCCOC(=O)c1nc(Cl)c(Cl)c(N)c1Cl	9	8	4	0.7	-1.1
17	Oc1ccccc1C1=Nc2ncnn2C(c2ccccc2)C1 (configuration not stated)	21	-4	1	0.6	0.3
18	COc1ccc(N2C(=O)CC(N3CCN(S(=O)(=O)c4cc(C)ccc4C)CC3)C2=O)cc1 (configuration not stated)	10	-23	-1	0.7	1.3
19	O=C1OC(c2ccccc2)c2ccccc21 (configuration not stated)	12	37	4	0.6	0.5
20	CCNC(=S)N=Nc1c(O)n(Cc2ccc(Cl)cc2)c2ccccc12	-12	28	8	-0.7	2.1
21	Cc1nn(-c2ccccc2)c(N)c1N=Nc1cccnc1	-29	-53	-2	0.4	-0.2
22	O=[n+]1cc(-c2cccc3ccccc23)n([O-])c2c1CCC2	20	-1	-8	0.7	-3.7
23	Cc1ccc2nc(NC(=O)CCn3c(=O)sc4ccccc43)sc2c1	98*	-8	7	-0.4	-3.3
24	COc1ccc(NC(=O)[C@@H](NC(=O)c2ccccc2F)C(C)C)cc1S(=O)(=O)N1CCOCC1	9	6	3	0.9	1.7
25	CCOC(=O)c1c(NC(=O)Nc2cccc(Cl)c2)sc(C)c1C	68	16	-5	0.7	-4.4
26	Cc1ccc[n+](-c2nc3ccccc3nc2[N-]S(=O)(=O)c2ccccc2)c1	19	24	.	1.3	1.4
27	Cc1cccc(NC(=O)Cn2c(=O)n3nc(CCn4nc(C)cc4C)nc3c3ccccc32)c1	11	-10	-3	1.3	0.7
28	Cn1nc(C(F)(F)F)c(/C=N/OC(=O)c2ccccc2Cl)c1SCc1ccc(Cl)cc1	0	21	3	0.7	0.8
29	COc1ccccc1NS(=O)(=O)c1cc(C(=O)NCCC(C)C)ccc1F	18	-28	0	17*	1.1
30	O=C1C2CCCN2C(c2cccc(F)c2)N1c1cccc(Cl)c1 (configuration not stated)	61	22	1	-0.5	0.7

no.	S1P4 antag	TRPN1 ag	NPY-Y2 PAM-ag	NPY-Y1 PAM-ag
16	-7	1.2	-1	-22
17	-33	-0.2	1	-7
18	5	0.8	-12	-3
19	-7	0.2	14	0
20	15	-0.6	3	-27
21	-15	-1.1	-1	-4
22	-7	0.0	-2	6
23	-5	1.1	-36	-27
24	6	-0.8	-3	4
25	0	-0.8	6	-26
26	-7	1.5	-11	31
27	-5	-0.1	-3	12
28	-10	0.3	-14	20
29	-7	8.8	-2	-10
30	-11	-1.3	7	-2

A different layout for some results above:
nr	Structure	CHOP inhibitor	EP2 modulator	NPY Y1 blocker	TRPML3 agonist	S1P4 agonist	S1P4 antag	TRPN1 ag	NPY-Y2 PAM-ag	NPY-Y1 PAM-ag
7	COc1ccc(S(=O)(=O)N2CC(O)C[C@H]2C(=O)OCC(=O)N2CCCCCC2)cc1 (some centres not stated)	-4	-3	-1	-1.2	2.5	-12	1.1	-5	-14
30	O=C1C2CCCN2C(c2cccc(F)c2)N1c1cccc(Cl)c1 (configuration not stated)	61	22	1	-0.5	0.7	-11	-1.3	7	-2
4	Cc1nnc(SCC(=O)NC2CCCCC2)s1	6	5	-7	0.9	0.7	-20	0.5	1	8
6	Cc1ccc(S(=O)(=O)N2CCN(C3CCC(c4ccccc4)CC3)CC2)cc1 (configuration not stated)	58	38	-12	0.2	0.7	-8	-0.7	2	20
3	Cc1occc1C(=O)Nc1cccnc1	-1	13	6	0.5	-1.2	-29	0.3	-4	-3

Remaining list, next part.
no.	Structure	CHOP inhibitor	EP2 modulator	NPY Y1 blocker	TRPML3 agonist	S1P4 agonist
31	Cc1cccc(C)c1NS(=O)(=O)c1ccc2c(c1)C(=O)c1ccccc1C2=O	52	17	3	0.6	-0.1
32	O=C(COc1ccccc1)OCc1cc2ccccc2[nH]c1=O	26	0	2	-1.0	-0.6
33	COc1ccc(NC(=O)CN2CCCN(S(=O)(=O)c3ccc(F)cc3)CC2)c(OC)c1	5	-9	-3	0.6	-0.6
34	CS(=O)(=O)N(Cc1ccccc1)c1ccc(C(=O)NC2CCCCC2O)cc1 (configuration not stated)	23	2	5	0.3	-0.5
35	COC(=O)CCC(=O)c1oc2ccc(OC)cc2c1N	-26	-60&-30	2	0.0	-0.1
36	COc1cc(NS(=O)(=O)c2ccc(Cl)cc2)c(C(=O)O)cc1OC	-5	48	3	0.4	2.5
37	C=CCn1c(SCC(=O)NC(=O)c2cccc([N+](=O)[O-])c2)nnc1-c1ccccc1	7	32	2	1.0	-1.0
38	Cc1ccc(OCC(=O)NNC(=O)CSc2ncnc3sc(C)c(C)c23)cc1	89*	5&27	0	0.6	-0.4
39	Oc1ccc(/C=N/NC(=S)NC2CC3CCC2C3)cc1 (configuration not stated)	-8	50	.	-0.4	0.3
40	C=CCSc1ncccc1C(=O)O	-3	3	-1	0.0	-1.6
41	COc1ccc(C(=O)NN(C)c2nc(-c3ccccc3)cc(C)c2S(C)(=O)=O)cc1	47	-18	-1	-0.8	1.9
42	CCOC(=O)c1c(C)oc2ccc(OC(=O)COc3c(F)c(F)c(F)c(F)c3F)cc12	-5	21	0	0.1	1.2
43	CCOC(=O)C1=C(CN2c3ccccc3CC2C)NC(=O)NC1c1ccccc1 (configuration not stated)	51	54	10	-1.7	0.8
44	Cc1cccc(NC(=O)c2ccc(S(=O)(=O)N(C)C)cc2)n1	-6	7	2	0.5	-1.2
45	Cc1ccc(S(=O)(=O)Cn2nnnc2C(C(C)C)N2CCc3ccccc3C2)cc1 (configuration not stated)	32	-7	1	1.2	0.6

no.	S1P4 antag	TRPN1 ag	NPY-Y2 PAM-ag	NPY-Y1 PAM-ag
31	-11	-0.1	-5	-22
32	6	-0.2	3	8
33	-11	0.0	-17	-12
34	4	0.6	-11	-2
35	-13	1.7	10	5
36	0	0.1	-3	-11
37	-11	2.4	4	-7
38	-7	1.2	-4	0
39	23	0.1	-11	10
40	1	0.3	6	-23
41	-3	-0.7	-6	24
42	2	-0.6	-14	-28
43	-4	-4.0	2	26
44	-34	-0.1	15	-3
45	-11	-1.8	1	-15

(continued)
no.	Structure	CHOP inhibitor	EP2 modulator	NPY Y1 blocker	TRPML3 agonist	S1P4 agonist
46	OC(CN1CCOCC1)CN1CCOCC1	-5	31	6	0.6	-4.7
47	C=C1C2(C(=O)Nc3ccc(SC(F)F)cc3)CCC(C2)C1(C)C (configuration not stated)	59	2	6	0.4	-2.8
48	CCOc1ccc(NC(=O)c2ccc(NC(=O)COC(=O)Cc3ccc(OC)cc3)cc2)cc1	-70	14	-10	0.6	1.0
49	c1cn(-c2ncnc3sc4c(c23)CCCC4)cn1	-2	-10	-8	0.3	-2.0
50	COC(=O)C1=C(C)N(c2ccccc2)C(=S)NC1c1ccccc1C(F)(F)F (configuration not stated)	11	41	-1	-1.4	1.4
51	Cc1ccc(-n2c(=S)[nH]c3c(oc4ccccc43)c2=O)cc1	5	74*	2	0.6	0.1
52	O=C(COC(=O)CNS(=O)(=O)c1ccc2ccccc2c1)Nc1ccccc1Sc1ccccc1	52	6	7	-0.7	-3.5
53	Cc1noc(C)c1CSc1nnc2scc(-c3ccccc3)n12	-2	21	-2	-0.2	1.7
54	COc1cc(C2=NOC(C(=O)NC3CCCCC3)C2)cc(OC)c1OC (configuration not stated)	11	-5	2	0.1	1.5
55	Cc1cccc(NC(=O)CSc2ccc(-c3cccs3)nn2)c1C	22	-21	4	0.6	1.9
56	COc1ccccc1/C=C/C=N/NC(=O)CN1CCN(Cc2ccccc2)CC1	24	-42	.	-0.7	-0.9
57	O=C(CC(c1ccccc1)c1ccccc1)OCn1nnc2ccccc2c1=O	54	0	11	0.2	1.6
58	O=C(COC(=O)c1cc(S(=O)(=O)N2CCOCC2)ccc1O)Nc1cc(S(=O)(=O)N2CCCC2)ccc1Cl	6	-1	.	0.4	1.1

no.	S1P4 antag	TRPN1 ag	NPY-Y2 PAM-ag	NPY-Y1 PAM-ag
46	10	2.5	6	-8
47	2	-0.1	-8	-21
48	-16	1.8	1	11
49	10	-0.9	16	2
50	-2	-1.2	13	10
51	4	0.0	4	5
52	-10	-1.7	-22	-7
53	5	0.1	7	11
54	-13	0.1	-22	-6
55	8	-1.1	-9	-37
56	-9	-0.8	-19	-4
57	3	-1.2	-13	-26
58	10	1.3	14	-12
